LEDGF integ inh: blocks HIV-1 LEDGF/p75-dependent DNA integration; inhibition, % at 3.7 µM; hit rate 0.64% among 370,000; TR-FRET IN-LEDGF/p75 DNA integration, Eu/Cy5;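 active = inhibition above the screen-wide mean plus 3 SD, cut at about 13% in these data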;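 also: signal is the Cy5 over europium emission ratio at 671 and 618 nm; 0% = plate median of compound wells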
PRMT1 FP inh: PRMT1 (human) inhibition, primary screen. Q99873. recombinant PRMT1, activity-based probe fluorescence polarization. inhibition, % at 2.79 µM. hit rate 1.3% among 370,000. AID 652257;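 active = inhibition above about 21% made by adding two undisclosed values, limit read from the data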
Target sequence (Q99873 whole entry, looked up): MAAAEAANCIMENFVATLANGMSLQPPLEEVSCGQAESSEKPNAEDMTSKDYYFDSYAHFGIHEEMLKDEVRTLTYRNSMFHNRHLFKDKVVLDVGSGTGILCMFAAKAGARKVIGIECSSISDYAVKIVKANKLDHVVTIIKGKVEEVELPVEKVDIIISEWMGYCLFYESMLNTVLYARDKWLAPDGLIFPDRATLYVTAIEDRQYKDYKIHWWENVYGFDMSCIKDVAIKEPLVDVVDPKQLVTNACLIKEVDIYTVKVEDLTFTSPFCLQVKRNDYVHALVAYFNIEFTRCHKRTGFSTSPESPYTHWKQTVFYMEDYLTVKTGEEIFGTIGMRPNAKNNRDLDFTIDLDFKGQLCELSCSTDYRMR
HTRA1 inhibitor: inhibitors of human serine peptidase HTRA1. inhibition, % at 5.96 µM. recombinant HTRA1, FP-rhodamine activity-based probe, fluorescence polarization. hit rate 0.5% among 340,000; in the data active = inhibition above about 36%;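 also: 0% = enzyme with DMSO and 100% = wells lacking enzyme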
PG9 Ab binder: small molecules binding HIV-1 gp120 antibody PG9; TR-FRET gp120-PG9 antibody binding; inhibition, % at 6.7 µM; hit rate 0.43% among 360,000; AID 624416; in the data active = inhibition above about 8.5%
UHRF1 binding: human UHRF1 methylated DNA binding inhibitors. Q96T88. UHRF1 binding to methylated oligo, TR-FRET. inhibition, % at 4.4 µM. hit rate 0.75% among 370,000. AID 687016; in the data active = inhibition above about 21%;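 also: UHRF1 SRA domain binding a hemimethylated CpG hairpin DNA probe; 0% = median of test compound wells and 100% = reference inhibitor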
TCR-CD3 inh: inhibitors of human TCR-CD3 interaction | TAMRA-labeled TCR probe fluorescence, biochemical | inhibition, % at 9.4 µM | hit rate 0.37% among 360,000; in the data active = inhibition above about 19%;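 also: recombinant mutant TCR 2C K166C tagged with TAMRA read by polarization; 0% = receptor in buffer alone and 100% = receptor with positive control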
MBD2 inh: inhibitors of human MBD2 binding to methylated oligonucleotide. AID 686964. hit rate 0.31% among 370,000. inhibition, % at 4.4 µM. TR-FRET; in the data active = inhibition above about 13%
Rev-erbA mod: modulates human Rev-erb alpha binding to DNA | Rev-erbα–FITC-DNA binding, fluorescence polarization, 90 min | hit rate 0.79% among 370,000 | P20393 | activity, % at 10 µM;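 active = activity above about 14%, limit read from the data; passing the limit was not always enough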;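 also: 0% = DMSO wells with 35 nM protein and 100% = DMSO wells with 750 nM protein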
Target sequence (P20393 whole entry, looked up): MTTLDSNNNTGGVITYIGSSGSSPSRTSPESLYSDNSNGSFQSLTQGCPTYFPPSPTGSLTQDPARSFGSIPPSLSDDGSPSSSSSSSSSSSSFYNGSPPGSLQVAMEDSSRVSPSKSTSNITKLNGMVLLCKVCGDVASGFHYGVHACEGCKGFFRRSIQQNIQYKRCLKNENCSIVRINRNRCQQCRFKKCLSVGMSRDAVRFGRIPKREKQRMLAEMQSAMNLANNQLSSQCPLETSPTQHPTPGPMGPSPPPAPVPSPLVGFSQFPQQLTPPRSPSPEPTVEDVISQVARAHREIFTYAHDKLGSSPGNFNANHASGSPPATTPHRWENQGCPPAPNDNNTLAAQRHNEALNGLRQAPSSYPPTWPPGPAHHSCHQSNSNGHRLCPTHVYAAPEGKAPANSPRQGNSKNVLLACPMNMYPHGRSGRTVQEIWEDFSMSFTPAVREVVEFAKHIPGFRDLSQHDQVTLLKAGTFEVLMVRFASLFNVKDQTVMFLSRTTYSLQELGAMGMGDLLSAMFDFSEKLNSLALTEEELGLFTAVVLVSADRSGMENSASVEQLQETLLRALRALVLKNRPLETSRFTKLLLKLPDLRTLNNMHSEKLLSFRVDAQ
rCAG binder: r(CAG) repeat RNA binding | hit rate 1.3% among 370,000 | inhibition, % at 3 µM | TO-PRO-1 dye displacement fluorescence;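 active = inhibition above the plate cutoff, the mean of all test compounds on that plate plus 3 SD, cut at about 35% in these data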;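 also: 0% = DMSO alone and 100% = 100 µM mitoxantrone as full dye displacement; higher means more dye released from RNA so lower well fluorescence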
mABHD4 FP: inhibits mouse alpha/beta hydrolase domain 4. purified mABHD4, FP-Rh probe fluorescence polarization. inhibition, % at 8.92 µM. hit rate 0.54% among 370,000;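 active = inhibition exceeding the mean over every tested compound plus 3 SD, cut at about 30% in these data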;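 also: 0% = plate median of compound wells and 100% = S159A mutant with DMSO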
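Assay system: mABHD4 protein; medium: HEPES pH 7.0, NaCl, Pluronic buffer; dosing: 8.92 µM, single dose; schedule: 45 min + 60 min at 25 °C; signal: FP readout, ex 525 nm / em 598 nm; read-out: normalized percent inhibition of probe labeling; repeats: single replicate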
Active calls of the source: *; / = not tested or not shown.

SMILES | LEDGF integ inh | PRMT1 FP inh | HTRA1 inhibitor | PG9 Ab binder | UHRF1 binding | TCR-CD3 inh | MBD2 inh | Rev-erbA mod | rCAG binder | mABHD4 FP
COc1ccc(S(=O)(=O)N(C)c2ccc(C(=O)NCc3ccncc3)cc2)cc1 | -1.3 | -1.4 | -0.6 | 0.2 | -1.3 | 7.2 | 3.2 | -3.1 | 2.9 | -11.1
CCOC(=O)c1c(C)[nH]c(C)c1C(=O)CSc1nc2ccccc2n1CC | -1.4 | 3.3 | 4.5 | -0.4 | 1.1 | -4.1 | 3.5 | 0.3 | 3.3 | 1.0
COC(=O)CC1COc2ccccc2N1S(=O)(=O)c1ccc(OC)cc1 (stereo not given) | 0.6 | 2.4 | -4.2 | -1.0 | -1.6 | -1.9 | -4.1 | 3.5 | -5.4 | 1.4
CC/C(=C(/c1ccccc1)c1ccc(OCC[N+](C)(C)C)cc1)c1ccccc1 | 4.4 | -11.6 | 25.5 | -3.1 | 0.0 | 7.8 | 0.6 | -1.8 | 7.0 | 30.0*
O=C(Nc1ccccc1Cl)c1cc(C2CCCCN2C(=O)OCCF)on1 (stereo not given) | -1.2 | 3.2 | / | 1.0 | 1.4 | -2.3 | 0.9 | 1.9 | -0.8 | 0.9
CC(C)CCNC(=O)c1ccc(Cn2c(=S)[nH]c3ccccc3c2=O)cc1 | -3.1 | 3.4 | -2.1 | 4.0 | 0.7 | 3.2 | 6.3 | 28.9* | 1.2 | -25.5
COC(=O)[C@]12CCCCC=C1N(Cc1ccc3c(c1)OCO3)C(=O)[C@H](CC(=O)NCC1CCCCC1)C2 | -1.5 | -0.7 | / | -1.1 | -2.4 | 4.7 | -4.7 | 4.9 | 1.4 | -3.9
O=C(Nc1ccc(Br)cn1)c1cccc(C(=O)Nc2ccc(Br)cn2)c1 | -0.7 | 1.7 | -7.1 | 12.1* | 0.4 | -2.2 | -0.4 | 21.8 | 0.7 | 7.1
O=C(N/N=C/c1cccc(Cl)c1)c1c(O)c2c([nH]c1=O)CCCC2 | 5.8 | -5.8 | -9.7 | 1.2 | 1.2 | -1.3 | 2.8 | 2.0 | 2.3 | -3.6
CSc1ccc(CNC(=O)CCn2ccc3cc(S(=O)(=O)N4CCCC4)ccc32)cc1 | 1.4 | 0.3 | -12.7 | 0.1 | -1.7 | -4.8 | -1.5 | -1.3 | 3.0 | -6.3
O=c1cc[nH]c2cccc(Cc3ccccc3)c12 | 0.5 | -1.4 | -4.3 | 1.2 | 0.2 | 4.5 | -4.5 | -2.6 | 1.1 | -2.8
COc1ccc(CCN(C)C(=O)c2ccc(COc3ccccc3)o2)cc1OC | -1.0 | 1.2 | -6.1 | -2.2 | 1.9 | -1.2 | -1.8 | -1.6 | -9.1 | 9.8
CCOC(=O)C1=C(C)N(c2ccccc2)C(=O)NC1c1cccc([N+](=O)[O-])c1 (stereo not given) | -1.8 | 1.9 | -2.3 | -1.2 | 1.0 | -5.4 | -0.6 | 1.6 | -7.3 | -7.9
COc1ccc(C)cc1S(=O)(=O)Nc1ccc2c(c1)N(C(C)=O)CCC2 | 1.9 | 3.3 | -3.5 | 0.8 | 2.6 | -5.3 | -1.8 | 3.0 | 2.4 | -4.9
CCOc1ccc(CN(C(=O)c2oc3cc(C)ccc3c2C)C2CCS(=O)(=O)C2)cc1 (stereo not given) | -0.8 | 4.0 | -25.3 | -1.4 | -0.4 | 1.8 | -2.3 | 0.2 | -4.0 | -5.6
O=S(=O)(c1ccc2ccccc2c1)N1CCC(c2nc(-c3ccncc3)no2)CC1 | -4.3 | -1.5 | 5.1 | -1.4 | -1.4 | 6.6 | -2.3 | 6.2 | -1.1 | -3.3
Cn1c(=O)n(Cc2ccc(F)cc2)c(=O)c2c1nc1n2CCCN1C1CCCCC1 | 2.3 | -1.8 | -4.9 | -0.8 | 1.2 | 1.6 | -5.3 | -8.4 | -2.8 | -1.8
CCCOC(=O)c1ccc(NC(=O)CCC(=O)OCC)cc1 | -0.1 | -0.7 | 2.8 | -2.9 | 0.8 | 1.8 | -3.8 | 0.7 | -4.2 | 1.5
O=C(Nc1ccc(COc2ccccc2)cc1)Nc1cccc(C(=O)O)c1 | 3.2 | 7.1 | 5.4 | -0.4 | 14.1 | -1.1 | 9.1 | -3.1 | 11.4 | -5.6
CN(C)Cc1ccccc1Sc1ccc2c(c1)CCCC2 | 2.2 | -3.0 | / | -1.4 | 1.5 | 4.5 | -3.2 | 6.3 | -0.3 | 10.7
CC1CN(c2ccc(Cl)nn2)CC(C)O1 (stereo not given) | -4.2 | 5.1 | 3.9 | -0.5 | 1.3 | -3.5 | -0.1 | -8.3 | -0.9 | 2.5
CCN(CC)C(=O)Cn1cc(S(=O)(=O)CC(=O)Nc2cccc(NC(C)=O)c2)c2ccccc21 | 1.3 | 0.5 | -3.2 | 0.1 | 1.8 | -3.1 | -0.6 | -2.1 | 4.8 | -1.6
CC(C)c1ccc(NC(=S)N2CCN(C)CC2)cc1 | -1.2 | -0.6 | 12.0 | -1.1 | 0.1 | -1.7 | 0.8 | -7.7 | -3.5 | -3.1
CC(C)CCNC(=O)CCc1nnc2n(CCCOC(C)C)c(=O)c3ccccc3n12 | 0.4 | 2.2 | 1.8 | -1.6 | 1.1 | -1.4 | -2.2 | 2.0 | 0.1 | -2.2
O=C(COC(=O)C1CCCO1)Nc1cccc(C(F)(F)F)c1 (stereo not given) | -0.9 | 1.1 | 0.8 | -2.1 | -0.8 | 6.7 | 0.1 | 1.1 | -0.8 | 0.5
O=C(N/N=C/c1c[nH]c2ccccc12)c1cccc(Cl)c1 | 2.7 | -2.8 | -5.1 | -1.0 | -3.8 | 2.2 | 0.6 | -1.3 | 3.4 | 6.1
Cc1ccc(OCc2cc(C(=O)NC(C)Cc3cccc(C)n3)no2)cn1 (stereo not given) | -2.8 | 2.5 | 1.9 | -0.7 | -0.4 | -1.6 | -0.2 | -4.0 | -5.0 | 1.7
Cc1cc(N=Nc2ccc(C)c(N=Nc3cc(C)c(N)cc3N)c2)c(N)cc1N | 2.1 | 4.0 | 76.8* | -6.6 | -5.5 | 2.4 | -11.3 | 15.4 | 29.1 | 26.7
CC(C)C[C@@H](CSc1ccc(Br)cc1)N1CCN(C)CCC1=O | -0.1 | 0.8 | -1.9 | 0.0 | 0.0 | -2.6 | 1.3 | -4.3 | -2.2 | 4.0
Cc1c(C2C(C#N)=C(N)N(c3ccccc3C#N)C3=C2C(=O)CCC3)cnn1C (stereo not given) | -3.7 | -1.9 | 2.4 | -1.4 | -0.4 | 4.2 | -3.2 | 4.8 | -0.9 | 6.0
N#C/C(=C/c1ccc(-c2ccc([N+](=O)[O-])cc2)o1)c1nnc(N2CCOCC2)n1-c1ccccc1 | -2.1 | -0.3 | 5.1 | -0.9 | -1.6 | 4.2 | 0.1 | -1.1 | 5.0 | 1.8
NS(=O)(=O)c1ccc(CCNC(=O)COC(=O)Cc2ccc([N+](=O)[O-])cc2)cc1 | -0.4 | -0.2 | 5.2 | 1.5 | 3.0 | 3.6 | 4.6 | 9.6 | 9.4 | -0.2
Cc1cccc(NS(=O)(=O)c2ccc(-n3cccn3)cc2)c1C | 0.2 | 2.9 | -17.8 | -1.1 | -0.9 | -7.5 | 4.4 | -4.1 | -0.4 | -10.4
Cc1ccc(S(=O)(=O)c2nc(NN(C)C)sc2Cl)cc1 | 6.4 | -4.9 | -5.0 | -1.2 | -2.2 | 2.2 | -6.6 | 2.5 | -2.5 | 4.8
CCOC(=O)c1cccc(NC(=O)Cn2c(CC(=O)NC)nc3ccccc32)c1 | 6.2 | 1.1 | -3.6 | -1.1 | -0.4 | 4.5 | -1.9 | -3.4 | 3.0 | -9.5
O=C(CSc1nnc(NC(=O)c2ccco2)s1)NC1CCCCC1 | 0.6 | -4.3 | 3.9 | -0.1 | -1.9 | -3.0 | 3.7 | -5.5 | -0.8 | 0.0
Cn1c(CNC(=O)C2CCC(=O)N(CCc3cccc(F)c3)C2)nc2ccccc21 (stereo not given) | 0.1 | -1.8 | 0.4 | -0.2 | 2.5 | 6.0 | 1.1 | -5.7 | -3.3 | -1.6
Cc1occc1-c1nnc(SCC(=O)Nc2nccs2)n1CCc1ccccc1 | 2.7 | -1.9 | / | 0.7 | -2.2 | -2.4 | 1.3 | -1.9 | -6.1 | 6.0
CCC(CO)n1c(=S)[nH]c2cc(OC)c(OC)cc2c1=O (stereo not given) | 1.3 | 0.8 | 5.1 | -0.8 | -0.7 | 5.1 | -4.6 | 4.5 | -4.0 | 0.6
N#C/C(=N\Nc1ccc(F)cc1)C(=O)C1CC1 | 0.1 | -2.0 | / | -1.0 | -1.4 | 9.3 | -1.4 | -5.5 | 0.1 | -3.5
CCc1ccc(N(CC(=O)N2CCCC2)S(C)(=O)=O)cc1 | -2.4 | 1.8 | 0.4 | 0.2 | 0.3 | -2.7 | 4.6 | 0.5 | -0.3 | 6.7
CC(=O)Oc1cccc(/C=C2\Sc3ccccc3C2=O)c1 | -1.1 | 8.3 | -7.4 | 0.1 | -4.8 | 2.0 | 1.1 | -2.3 | 6.8 | -5.4
CCC(=O)c1cc2c(C)cc(=O)oc2c(C)c1OC(=O)C(C)C | 0.9 | -0.6 | -7.4 | -1.4 | 2.7 | -4.3 | 1.6 | 2.8 | -4.8 | -4.2
O=C(CSc1nncn1-c1cccnc1)N(c1ccccc1)c1ccccc1 | 1.4 | -1.9 | 5.5 | -1.3 | 1.7 | -0.2 | 6.1 | -5.0 | 0.0 | 1.3
CCCN(CCC)C(=O)CC(c1ccccc1)C1CCOC(C)(C)C1 (stereo not given) | 1.6 | 0.4 | -2.4 | 2.5 | -1.9 | -0.4 | -5.9 | 6.6 | -10.4 | -5.0
Cc1ccc(N2C(=O)c3cccc([N+](=O)[O-])c3C2=O)cc1C | 2.9 | -0.7 | -2.8 | -0.1 | -1.4 | -0.7 | 3.5 | 0.8 | 0.4 | -2.7
c1ccc(CCn2c3ccccc3c3nnc(SCc4ccc5nonc5c4)nc32)cc1 | -0.1 | -1.2 | -9.4 | -2.4 | -3.2 | 1.8 | -1.0 | 0.2 | 3.5 | 3.6
Cc1cc(=O)oc2cc(OCC(=O)N3CCCc4ccccc43)ccc12 | -1.4 | 0.0 | 0.7 | 0.8 | -1.1 | -1.2 | -0.8 | -0.4 | -2.6 | -4.2
O=C(N/N=C\c1cc([N+](=O)[O-])ccc1N1CCOCC1)c1ccccn1 | -2.2 | 0.1 | -0.9 | -2.1 | -2.0 | 1.2 | -3.6 | -6.1 | 1.6 | -1.1
N#CC1=C(N)Oc2nc[nH]c(=O)c2C1c1cccs1 (stereo not given) | 0.8 | 13.0 | / | 2.0 | 1.2 | -7.5 | 0.2 | 2.5 | -0.6 | -3.8
CCOC(=O)C(=Nc1ccccc1)NO | -0.2 | -1.7 | -2.8 | 0.8 | 3.3 | -2.8 | 8.0 | 1.8 | -0.9 | -5.3

This is a subset (hit frequency here may not be typical).
